High-throughput results: PubChem BioAssay, Sanford-Burnham Center for Chemical Genomics
SENP8 block-1 = SENP8 protease inhibition. purified SENP8, Z-RLRGG-aminoluciferin cleavage, luminescence. inhibition, % at 10 µM. 330,000 tested, 1.2% active. AID 2540; in the data active = inhibition above about 50%
Target sequence (Q96LD8 whole entry, looked up): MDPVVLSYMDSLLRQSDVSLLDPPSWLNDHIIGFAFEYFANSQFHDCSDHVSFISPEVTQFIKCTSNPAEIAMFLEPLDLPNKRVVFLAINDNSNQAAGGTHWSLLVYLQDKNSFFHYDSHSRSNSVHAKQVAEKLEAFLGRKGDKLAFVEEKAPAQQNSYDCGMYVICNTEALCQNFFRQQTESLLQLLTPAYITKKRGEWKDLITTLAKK
SENP6 inh = blocks the human protease SENP6; Q9GZR1; inhibition, % at 10 µM; 330,000 tested, 1.8% active; Recombinant SENP6 catalytic domain, aminoluciferin luminescence; AID 2599;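 active = inhibition above about 50% at the single tested dose, limit read from the data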;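 note: plate controls were DMSO wells with enzyme for no effect and DMSO wells lacking enzyme for full effect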
Target sequence (Q9GZR1 628-1112 limits assumed): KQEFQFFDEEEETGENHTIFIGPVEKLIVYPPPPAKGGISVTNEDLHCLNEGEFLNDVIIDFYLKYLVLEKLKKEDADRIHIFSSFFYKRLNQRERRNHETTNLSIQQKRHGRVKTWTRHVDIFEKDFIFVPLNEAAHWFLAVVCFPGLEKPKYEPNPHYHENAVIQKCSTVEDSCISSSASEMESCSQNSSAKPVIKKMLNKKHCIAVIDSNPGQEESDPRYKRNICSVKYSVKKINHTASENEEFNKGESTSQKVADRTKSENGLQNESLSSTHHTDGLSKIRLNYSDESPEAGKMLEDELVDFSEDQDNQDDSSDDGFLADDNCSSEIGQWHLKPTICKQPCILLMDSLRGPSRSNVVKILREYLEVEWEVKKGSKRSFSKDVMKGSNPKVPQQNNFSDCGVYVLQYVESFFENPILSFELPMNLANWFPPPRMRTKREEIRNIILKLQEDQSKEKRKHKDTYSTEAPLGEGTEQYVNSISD
PfG6PD inh = PfG6PD (Plasmodium falciparum) enzyme inhibition | inhibition, % at 20 µM | PfGluPho enzyme, NADPH resazurin-diaphorase fluorescence | 350,000 tested, 0.78% active | AID 504690;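 active = inhibition reaching at least a set limit at 20 µM in the primary screen, cut at about 59% in these data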;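 note: 0% = DMSO wells with substrate and 100% = DMSO wells lacking glucose-6-phosphate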
NLRP3 yeast inh = blocks the NALP3 inflammasome reconstituted in yeast; Yeast reconstituted NLRP3/ASC/caspase-1, beta-gal luminescence, 24 h; inhibition, % at 10 µM; 330,000 tested, 0.39% active; AID 2825;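 active = inhibition of 50% or more; inactive = inhibition below 50%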;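 note: plate controls were induced DMSO wells for no effect and uninduced yeast grown without galactose for full effect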
HKDC1 inhibitor = blocks human hexokinase HKDC1 activity. 340,000 tested, 0.16% active. Q2TB90. inhibition, % at 20 µM. recombinant HKDC1, G6PDH/diaphorase resazurin coupled fluorescence;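 active = inhibition above about 35% when tested at 20 µM, limit read from the data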;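 note: plate controls were DMSO wells with enzyme for no effect and DMSO wells lacking enzyme for full effect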
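Test system: HK5 enzyme. Quantity: 5 µg/mL HK5 final. Reagent: glucose and ATP substrates. Schedule: 90 min reaction incubation at room temperature, dark. Technique: resazurin-to-resorufin fluorescence via G6PDH and diaphorase coupling, 525/613 nm. Control set: DMSO wells with and without enzyme mix.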
SENP7 block = SENP7 protease inhibition. Q9BQF6. recombinant SENP7, Z-RLRGG-aminoluciferin luminescence, 40 min. inhibition, % at 5 µM. 330,000 tested, 1.5% active. AID 434973;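 active = inhibition above about 50% at the single test dose, limit read from the data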;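 note: plate controls were DMSO with enzyme for no effect and no enzyme buffer wells for full effect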
Target sequence (Q9BQF6 706-1050 limits assumed): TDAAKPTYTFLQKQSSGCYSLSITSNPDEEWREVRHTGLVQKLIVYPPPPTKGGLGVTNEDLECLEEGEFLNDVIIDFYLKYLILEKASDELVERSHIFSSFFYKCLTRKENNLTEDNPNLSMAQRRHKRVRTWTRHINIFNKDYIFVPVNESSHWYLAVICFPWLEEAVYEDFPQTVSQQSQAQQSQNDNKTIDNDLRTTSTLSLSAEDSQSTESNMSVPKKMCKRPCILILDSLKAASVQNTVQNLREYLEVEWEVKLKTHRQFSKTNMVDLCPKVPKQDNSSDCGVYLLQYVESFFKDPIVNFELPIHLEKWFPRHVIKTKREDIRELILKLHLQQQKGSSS
SENP8 block-2 = inhibitors of human SENP8 protease; AID 602440; Q96LD8; 360,000 tested, 0.64% active; recombinant SENP8, Nedd8 substrate fluorescence; inhibition, % at 20 µM; in the data active = inhibition mostly above about 40%, no sharp cut-off; inactive = mostly below about 27%
SENP1 FRET inh = inhibitors of human SENP1 SUMO protease catalytic domain. Q9P0U3. inhibition, % at 10 µM. recombinant SENP1 catalytic domain, CyPet-SUMO1-YPet FRET cleavage. 360,000 tested, 0.21% active;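 active = inhibition at least 30% at 10 µM, raw YFP signal under a set limit, fluorescence ratio 0.5 to 1.5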;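 note: 0% = enzyme with DMSO and 100% = no enzyme wells; some results filed as inactive read as strong as hits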
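System: Recombinant human SENP1 catalytic domain, His6-tagged | Incubation: Enzyme reaction for 50 min at room temperature, dark | Medium: Tris pH 8 with BME, BSA, NP40 and catalase | Also added: 25 nM SUMO1 FRET substrate | Compound: 10 µM single point, 0.5% DMSO | Measured by: FRET fluorescence in CFP and YFP emission channels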
Apaf-1 inh = blocks human Apaf-1 apoptosome activity; 330,000 tested, 0.71% active; AID 489030; reconstituted apoptosome caspase-3 activity, DEVD-Rh110 fluorescence; O14727; inhibition, % at 20 µM; active = inhibition of at least 40% at 20 µM;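 note: plate controls were DMSO wells for no effect and DEVD-CHO caspase inhibitor wells for full effect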
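Material: reconstituted apoptosome with Apaf-1, cytochrome c, caspase-9, procaspase-3, dATP; medium: pH 7.5 Hepes buffer with CHAPS, BSA, DTT; also added: cytochrome c and DEVD-Rh110 substrate; timing: 30 min plus 50 min, RT; signal: Rh110 fluorescence intensity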
* marks the source's active call; other numbers are inactive results.

A first look (2 entries):
Screening CCN1C(=O)[C@@H]2[C@@H](c3ccc(-c4cccc(Cl)c4)c(OC)c3)N3CCCC[C@@]3(C(=O)OC)[C@@H]2C1=O returned SENP8 block-1 -4, SENP6 inh -5, PfG6PD inh 22, NLRP3 yeast inh 13, HKDC1 inhibitor 3, SENP7 block -1, SENP8 block-2 2, SENP1 FRET inh -1 and Apaf-1 inh 10.
For CC(C)CC(C(=O)O)N1C(=O)C2C3CC(C2C1=O)C1C(c2ccccc2)c2sc(=O)[nH]c2SC31 (stereo unspecified) the results were SENP8 block-1 2, SENP6 inh -8, PfG6PD inh 13, NLRP3 yeast inh 15, HKDC1 inhibitor 1, SENP7 block -11, SENP8 block-2 1, SENP1 FRET inh -23 and Apaf-1 inh 0.

Results, previewed entries included:
Screening CCN1C(=O)[C@@H]2[C@@H](c3ccc(-c4cccc(Cl)c4)c(OC)c3)N3CCCC[C@@]3(C(=O)OC)[C@@H]2C1=O returned SENP8 block-1 -4, SENP6 inh -5, PfG6PD inh 22, NLRP3 yeast inh 13, HKDC1 inhibitor 3, SENP7 block -1, SENP8 block-2 2, SENP1 FRET inh -1 and Apaf-1 inh 10.
For CC(C)CC(C(=O)O)N1C(=O)C2C3CC(C2C1=O)C1C(c2ccccc2)c2sc(=O)[nH]c2SC31 (stereo unspecified) the results were SENP8 block-1 2, SENP6 inh -8, PfG6PD inh 13, NLRP3 yeast inh 15, HKDC1 inhibitor 1, SENP7 block -11, SENP8 block-2 1, SENP1 FRET inh -23 and Apaf-1 inh 0.
`Cc1ccccc1Cn1cc(C)c(=O)[nH]c1=O` gave SENP8 block-1 -6, SENP6 inh -16, PfG6PD inh -1, NLRP3 yeast inh 13, HKDC1 inhibitor -4, SENP7 block 2, SENP8 block-2 16, SENP1 FRET inh 2 and Apaf-1 inh 2.
`CCOC(=O)N1CCC(NC(=O)COc2cc(=O)n(C)c3ccccc23)CC1` gave SENP8 block-1 -12, SENP6 inh -10, PfG6PD inh -2, NLRP3 yeast inh 15, HKDC1 inhibitor -1, SENP7 block -5, SENP8 block-2 11, SENP1 FRET inh 3 and Apaf-1 inh 10.
`CC(=O)O/N=C(/C)c1ncc(C(F)(F)F)cc1N1CCOCC1` gave SENP8 block-1 -9, SENP6 inh -14, PfG6PD inh -17, NLRP3 yeast inh 9, HKDC1 inhibitor -3, SENP7 block -6, SENP8 block-2 -217, SENP1 FRET inh -2 and Apaf-1 inh 3.
O=C(C1CC(=O)N(c2ccccc2)C1)N1CCN(c2ccccc2F)CC1 (stereo unspecified) was read as SENP8 block-1 3, SENP6 inh -10, PfG6PD inh 8, NLRP3 yeast inh 5, HKDC1 inhibitor -5, SENP7 block 11, SENP8 block-2 6, SENP1 FRET inh 4 and Apaf-1 inh -9.
O=C(O)COCc1nc2ccccc2[nH]1 was read as SENP8 block-1 -3, SENP6 inh -16, PfG6PD inh -6, NLRP3 yeast inh 12, HKDC1 inhibitor 2, SENP7 block 0, SENP8 block-2 16, SENP1 FRET inh 4 and Apaf-1 inh 4.
For CCn1ccnc1CNC(=O)c1ccc2oc(CCCc3ccccc3)nc2c1 the results were SENP8 block-1 -7, SENP6 inh -3, PfG6PD inh 13, NLRP3 yeast inh 16, HKDC1 inhibitor 0, SENP7 block -1, SENP8 block-2 8, SENP1 FRET inh 1 and Apaf-1 inh 0.
`CN(C)C(CNC(=O)c1cccc(S(=O)(=O)N2CCN(c3ccc(F)cc3)CC2)c1)c1ccccc1` (stereo unspecified) gave PfG6PD inh -12, HKDC1 inhibitor -3, SENP8 block-2 14 and SENP1 FRET inh 1.
For CCOCc1cn(CC(=O)c2ccc(Cl)cc2)c(C)nc1=N the results were SENP8 block-1 6, SENP6 inh -3, PfG6PD inh -19, NLRP3 yeast inh 6, HKDC1 inhibitor -5, SENP7 block 8, SENP8 block-2 25, SENP1 FRET inh 1 and Apaf-1 inh -2.
CCCc1cc(=O)oc2c(C)c(OCC(=O)NC3CCN(Cc4ccccc4)CC3)ccc12 was read as SENP8 block-1 -6, SENP6 inh -20, PfG6PD inh -10, NLRP3 yeast inh -3, HKDC1 inhibitor 0, SENP7 block -5, SENP8 block-2 -52, SENP1 FRET inh 1 and Apaf-1 inh 0.
CN(C)/C=N/c1c(C#N)cnn1-c1ccc(C(F)(F)F)cn1 was read as SENP8 block-1 -4, SENP6 inh -21, PfG6PD inh -15, NLRP3 yeast inh -11, HKDC1 inhibitor -11, SENP7 block -8, SENP8 block-2 26, SENP1 FRET inh -2 and Apaf-1 inh -24.
Screening CCOC(=O)C(N)CSC1CC(=O)N(c2ccc(C(=O)OC)cc2)C1=O (stereo unspecified) returned SENP8 block-1 1, SENP6 inh -3, PfG6PD inh -3, NLRP3 yeast inh 14, HKDC1 inhibitor -6, SENP7 block 2, SENP8 block-2 16, SENP1 FRET inh 3 and Apaf-1 inh 11.
Nn1c(-c2cccc(Br)c2)n[nH]c1=S was read as SENP8 block-1 6, SENP6 inh 0, PfG6PD inh 15, NLRP3 yeast inh 11, HKDC1 inhibitor -6, SENP7 block -4, SENP8 block-2 -31, SENP1 FRET inh 3 and Apaf-1 inh -4.
For Cc1ccc(C)c(NC(=O)COC(=O)c2ccc3c(c2)OCCO3)c1 the results were SENP8 block-1 -11, SENP6 inh -7, PfG6PD inh -15, NLRP3 yeast inh 24, HKDC1 inhibitor 6, SENP7 block -9, SENP8 block-2 9, SENP1 FRET inh 3 and Apaf-1 inh 15.
NC(=O)c1ccc(-n2nnnc2SCC(=O)Nc2ccc(N3CCOCC3)c(Cl)c2)cc1 was read as SENP8 block-1 0, SENP6 inh -11, PfG6PD inh -7, NLRP3 yeast inh -4, HKDC1 inhibitor 3, SENP7 block -3, SENP8 block-2 13, SENP1 FRET inh 3 and Apaf-1 inh 3.
Cc1ccc2c(c1)C1CN(C)CCC1N2C(=O)COc1ccccc1F (stereo unspecified) was read as SENP8 block-1 -6, SENP6 inh -9, PfG6PD inh 14, NLRP3 yeast inh 6, HKDC1 inhibitor -3, SENP7 block -4, SENP8 block-2 20, SENP1 FRET inh 0 and Apaf-1 inh 2.
Cc1ccccc1OCC(O)CN(CCO)Cc1ccccc1 (stereo unspecified) was read as SENP8 block-1 -9, SENP6 inh -8, PfG6PD inh 2, NLRP3 yeast inh -8, HKDC1 inhibitor -8, SENP7 block -5, SENP8 block-2 0, SENP1 FRET inh 1 and Apaf-1 inh 0.
`CC1Sc2ccc(C(=O)OCc3ccccc3Cl)cc2NC1=O` (stereo unspecified) gave SENP8 block-1 6, SENP6 inh 55*, PfG6PD inh -19, NLRP3 yeast inh 22, HKDC1 inhibitor 0, SENP7 block 70*, SENP8 block-2 -9, SENP1 FRET inh -1 and Apaf-1 inh 28.
`CN(C)C(=O)CSc1nnc(Cc2ccc([N+](=O)[O-])cc2)o1` gave SENP8 block-1 -6, SENP6 inh -15, PfG6PD inh -1, NLRP3 yeast inh -24, HKDC1 inhibitor 6, SENP7 block -3, SENP8 block-2 12, SENP1 FRET inh 0 and Apaf-1 inh -7.
`NS(=O)(=O)c1ccc(CCNC(=O)c2ccc(-c3ccccc3)cc2)cc1` gave SENP8 block-1 4, SENP6 inh 5, PfG6PD inh 9, NLRP3 yeast inh 8, HKDC1 inhibitor -6, SENP7 block 5, SENP8 block-2 4, SENP1 FRET inh 1 and Apaf-1 inh -8.
For CCC1CCC2(CC1)NC(=O)N(CC(=O)NCc1ccccc1Cl)C2=O (stereo unspecified) the results were SENP8 block-1 6, SENP6 inh 7, PfG6PD inh 6, NLRP3 yeast inh 12, HKDC1 inhibitor -7, SENP7 block 2, SENP8 block-2 -1, SENP1 FRET inh -4 and Apaf-1 inh 2.
Screening CCC(C(=O)O)n1c(C(F)(F)F)nc2ccccc21 (stereo unspecified) returned SENP8 block-1 0, SENP6 inh -13, PfG6PD inh -8, NLRP3 yeast inh -8, HKDC1 inhibitor -6, SENP7 block 6, SENP8 block-2 6, SENP1 FRET inh 3 and Apaf-1 inh -12.
O=C(COC(=O)c1ccccc1F)Nc1ccc2c(c1)OCCO2 was read as SENP8 block-1 7, SENP6 inh 30, PfG6PD inh -4, NLRP3 yeast inh 18, HKDC1 inhibitor 0, SENP7 block 40, SENP8 block-2 16, SENP1 FRET inh 3 and Apaf-1 inh 3.
Screening CC(C)C(c1nnnn1Cc1ccccc1)N1CCN(Cc2ccco2)CC1 (stereo unspecified) returned SENP8 block-1 -14, SENP6 inh -6, PfG6PD inh 0, NLRP3 yeast inh 12, HKDC1 inhibitor -4, SENP7 block -7, SENP8 block-2 23, SENP1 FRET inh -1 and Apaf-1 inh 11.
For CC(C(=O)NCc1ccc(Cl)cc1)n1cccc1C(=O)c1ccccc1 (stereo unspecified) the results were SENP8 block-1 4, SENP6 inh 6, PfG6PD inh -5, NLRP3 yeast inh 18, HKDC1 inhibitor -4, SENP7 block 9, SENP8 block-2 13, SENP1 FRET inh -1 and Apaf-1 inh 11.
CCC(C)(C)n1nnnc1C(c1ccc2ncccc2c1)N1CCN(c2nc3ccccc3s2)CC1 (stereo unspecified) was read as SENP8 block-1 -1, SENP6 inh 4, PfG6PD inh 29, NLRP3 yeast inh 15, HKDC1 inhibitor 2, SENP7 block 5, SENP8 block-2 21, SENP1 FRET inh 4 and Apaf-1 inh 22.
`O=C(OCC(=O)N1CCN(C(=O)c2ccco2)CC1)c1ccc(Cl)cc1` gave SENP8 block-1 7, SENP6 inh -3, PfG6PD inh 11, NLRP3 yeast inh 11, HKDC1 inhibitor -9, SENP7 block 4, SENP8 block-2 3, SENP1 FRET inh 2 and Apaf-1 inh -1.
For Nc1c(C(=O)NCCN2CCOCC2)c2nc3ccccc3nc2n1-c1ccc2c(c1)OCO2 the results were SENP8 block-1 1, SENP6 inh -4, PfG6PD inh 5, NLRP3 yeast inh 20, HKDC1 inhibitor 8, SENP7 block -2, SENP8 block-2 -348, SENP1 FRET inh -131 and Apaf-1 inh 9.
Screening CC1=NN(C(C#N)c2ccccc2)C(c2ccccc2)C1 (stereo unspecified) returned SENP8 block-1 -1, SENP6 inh -11, PfG6PD inh 3, NLRP3 yeast inh 10, HKDC1 inhibitor 3, SENP7 block -4, SENP8 block-2 20, SENP1 FRET inh 0 and Apaf-1 inh -6.
CS(=O)(=O)N1Cc2ccccc2CC1C(=O)Nc1ccccc1C(N)=O (stereo unspecified) was read as SENP8 block-1 -4, SENP6 inh -10, PfG6PD inh 6, NLRP3 yeast inh 14, HKDC1 inhibitor -1, SENP7 block 8, SENP8 block-2 -32, SENP1 FRET inh 2 and Apaf-1 inh 2.
CCC(=O)Nc1sccc1C(=O)OC was read as SENP8 block-1 11, SENP6 inh -3, PfG6PD inh -1, NLRP3 yeast inh 2, HKDC1 inhibitor -6, SENP7 block -8, SENP8 block-2 16, SENP1 FRET inh 1 and Apaf-1 inh -16.
Screening COc1ccc(CC(=O)N/N=C(\C)c2cccs2)cc1 returned SENP8 block-1 -12, SENP6 inh 2, PfG6PD inh -4, NLRP3 yeast inh 7, HKDC1 inhibitor -5, SENP7 block -9, SENP8 block-2 15, SENP1 FRET inh 3 and Apaf-1 inh 12.
